Source: PubChem
Myeloid diff MLP: myeloid differentiation induction; ER-HoxA9 myeloid progenitors, lysozyme-GFP differentiation, flow cytometry; calls only at 10 µM; 360,000 compounds, 1% hits;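 active means normalized GFP-positive differentiation at or above the plate's own cutoff, the solvent-only control mean plus 3 SD; inconclusive means no clear call, values can overlap the other calls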;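 further: cells exposed to compound for four days before flow analysis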
Myeloid diff MLP GFP+ MAC1+ %: second read-out of Myeloid diff MLP, no call of its own (marks repeat the call); GFP+ MAC1+ double positive, %; measured here: differentiation confirmed by MAC1 staining
* = called active by the depositor; i = inactive; ? = inconclusive; nt = no result given. These rows are one share of the data; the hit share may differ from the screen's.

The first 12 records as a preview:
SMILES	Myeloid diff MLP	Myeloid diff MLP GFP+ MAC1+ %
CCCCCNC(=O)c1[nH]c(C(F)(F)F)nc1-c1ccccc1	i	1.1
Cn1c(CCN2CCCC2)nc2cc(NS(=O)(=O)c3ccc(F)cc3)ccc21	i	1.7
COc1ccc(-c2cc3c(c4c2ccn4C)C2CCC3C2)cc1F (stereo unspecified)	i	0.4
O=C(CCNC(=O)C1CCN(S(=O)(=O)c2ccccc2)CC1)NCc1cccnc1	i	1.6
Nc1nc(COC(=O)c2ccco2)nc(Nc2ccccc2)n1	i	0.8
CC1(C(=O)NS(=O)(=O)c2ccccc2Cl)CCN1C(=O)Cc1ccccc1 (stereo unspecified)	i	1.2
CCOC(=O)[C@]12CCCC=C1N(Cc1ccccc1)C(=O)[C@H](CC(=O)NCCc1ccccc1OC)C2	i	2.3
O=S1(=O)CC(N2CCN(Cc3ccccc3F)CC2)CN1Cc1cn(Cc2ccc(C(F)(F)F)cc2)nn1 (stereo unspecified)	i	0.6
CC1(C(=O)NS(=O)(=O)c2ccccc2)CCN1C(=O)CCc1ccc(Cl)cc1Cl (stereo unspecified)	i	1.0
CC(CC(=O)Nc1ccc2c(c1)c(=O)n(C)n2-c1ccccc1)c1ccccc1 (stereo unspecified)	?	nt
COc1cccc(CNC(=O)[C@@H]2CCCN2C(=O)[C@@H]2CCCN2C(=O)c2cccc(OC)c2)c1	i	0.7
Cc1cc(C)c2cc(C#N)c(N3CCNCC3)nc2c1	i	1.8

All compounds of this part, from the start:
SMILES	Myeloid diff MLP	Myeloid diff MLP GFP+ MAC1+ %
CCCCCNC(=O)c1[nH]c(C(F)(F)F)nc1-c1ccccc1	i	1.1
Cn1c(CCN2CCCC2)nc2cc(NS(=O)(=O)c3ccc(F)cc3)ccc21	i	1.7
COc1ccc(-c2cc3c(c4c2ccn4C)C2CCC3C2)cc1F (stereo unspecified)	i	0.4
O=C(CCNC(=O)C1CCN(S(=O)(=O)c2ccccc2)CC1)NCc1cccnc1	i	1.6
Nc1nc(COC(=O)c2ccco2)nc(Nc2ccccc2)n1	i	0.8
CC1(C(=O)NS(=O)(=O)c2ccccc2Cl)CCN1C(=O)Cc1ccccc1 (stereo unspecified)	i	1.2
CCOC(=O)[C@]12CCCC=C1N(Cc1ccccc1)C(=O)[C@H](CC(=O)NCCc1ccccc1OC)C2	i	2.3
O=S1(=O)CC(N2CCN(Cc3ccccc3F)CC2)CN1Cc1cn(Cc2ccc(C(F)(F)F)cc2)nn1 (stereo unspecified)	i	0.6
CC1(C(=O)NS(=O)(=O)c2ccccc2)CCN1C(=O)CCc1ccc(Cl)cc1Cl (stereo unspecified)	i	1.0
CC(CC(=O)Nc1ccc2c(c1)c(=O)n(C)n2-c1ccccc1)c1ccccc1 (stereo unspecified)	?	nt
COc1cccc(CNC(=O)[C@@H]2CCCN2C(=O)[C@@H]2CCCN2C(=O)c2cccc(OC)c2)c1	i	0.7
Cc1cc(C)c2cc(C#N)c(N3CCNCC3)nc2c1	i	1.8
CCCNC(=O)C1(C)CCCN(Cc2ccc(C(F)(F)F)cc2)C1 (stereo unspecified)	i	1.0
O=C(c1cccs1)N1C[C@@H](n2cc(C3CC3)nn2)[C@H](O)C[C@@H]1c1ccccc1	i	1.9
CCN(CC)C(=O)C1=C(C)N(Cc2ccc(OC)cc2)C(=O)C(CC(=O)NC(c2ccccc2)c2ccccc2)C1 (stereo unspecified)	i	3.0
Cc1cc(CNC[C@H]2O[C@@H](n3ccc(=O)[nH]c3=O)[C@H](O)[C@@H]2O)no1	i	1.1
C[C@@H]1CN([C@@H](C)CO)C(=O)c2cc(N(C)C)ccc2O[C@@H](C)CCCCO[C@@H]1CN(C)S(=O)(=O)c1cccs1	i	0.3
O=C1Cn2nnc(-c3ccccc3)c2C2c3ccccc3CCN12 (stereo unspecified)	i	0.2
COc1ccc(CN2CCC(C(=O)NC(c3ccc4c(c3)OCO4)c3ccccn3)CC2)cc1 (stereo unspecified)	i	0.8
CCc1cnc(Nc2nc(C(N)Cc3ccc(Cl)cc3)cs2)nc1 (stereo unspecified)	i	0.8
CCCNC(=O)C1(C)CCN(CCS(=O)(=O)c2ccc(C)cc2)C1 (stereo unspecified)	i	1.0
CC1(C(=O)NCc2ccccc2Br)CCN1Cc1csc2ccccc12 (stereo unspecified)	i	0.8
O=C(Nc1ccc2c(c1)OCCO2)C(c1ccnc2ccccc12)n1c(=O)c(-c2ccco2)nc2ccccc21 (stereo unspecified)	i	2.5
Cc1nc(C)c(C(=O)OCC(=O)Nc2ccc(C)c(C)c2)s1	i	0.8
COc1ccc(NCC(=O)Nc2c(C)cccc2C)cc1S(=O)(=O)N1CCOCC1	i	1.8
CC1(C(=O)NCc2ccccc2Br)CCN1Cc1c(F)cccc1F (stereo unspecified)	i	0.8
COCCCN1C(=O)C(CC(=O)NC2CCCCC2)CC(C(=O)N(C(C)C)C(C)C)=C1C (stereo unspecified)	i	0.2
COc1cc(F)ccc1-c1csc(C(NC(C)=O)c2ccc(F)c(F)c2)n1 (stereo unspecified)	i	2.2
CCC(=O)Nc1ccc(S(=O)(=O)NC[C@H]2O[C@@H](n3cc(C)c(=O)[nH]c3=O)C[C@@H]2O)cc1	i	0.2
CN1C(=O)N(CC(=O)Nc2ccc3c(c2)OCO3)C(=O)C12CCCCC2	i	0.4
O=C(CSc1ccc(Cl)cc1)Nc1ccccc1	i	0.4
Cc1ccc(Cl)cc1-c1cc(C(=O)Nc2ccc(F)cc2)[nH]n1	i	0.8
Cc1ccccc1C(=O)Nc1ccc(S(=O)(=O)NCC2CCCO2)cc1 (stereo unspecified)	i	0.1
c1cc(-c2ccc(N3CCOCC3)cc2)n2cnnc2c1	i	1.5
Cc1ccccc1CN1C(=O)CSCC1(C)C(=O)NCc1ccccc1 (stereo unspecified)	i	1.0
O=C(C1=NOC2(C1)C(=O)Nc1ccccc12)N1CCOCC1 (stereo unspecified)	i	1.0
Cc1cccc(CN(Nc2ccccc2)c2ccccc2)n1	i	2.0
Cc1cccc(N(CC(=O)N/N=C/c2ccc(C(=O)O)cc2)S(=O)(=O)c2ccccc2)c1C	i	0.9
CCOC(=O)/C=C/C(=O)Nc1ccc(S(=O)(=O)Nc2cc(OC)nc(OC)n2)cc1	i	0.6
CNC[C@H]1OCc2cnnn2CCCC(=O)N([C@H](C)CO)C[C@@H]1C	i	0.8
Cc1ccc(S(=O)(=O)N2CCOCC2)cc1NC(=O)c1ccncc1	i	2.0
OC(c1cccnc1)c1nc(-c2cccc(F)c2)cs1 (stereo unspecified)	i	0.4
COc1ccc(C(O)c2nc(-c3ccncc3)cs2)cc1 (stereo unspecified)	i	0.9
CN(Cc1ccccc1)C(=O)CN1C(=O)NC2(CCCc3sccc32)C1=O (stereo unspecified)	i	0.2
COC(=O)c1cccc(CC2(C)C(=O)Nc3cc(-c4ccccc4Cl)ccc32)c1 (stereo unspecified)	i	0.7
CN(C)S(=O)(=O)c1cccc(NC(=O)C2CCCN(C(=O)c3ccc(Cl)cc3)C2)c1 (stereo unspecified)	i	1.2
C#CCN(C[C@@H]1[C@@H](OC(=O)NCc2ccc(OC)c(OC)c2)[C@@H](OC(=O)NCc2ccc(OC)c(OC)c2)Cn2c(=O)ccc(=O)n21)S(=O)(=O)c1ccc(C)cc1	i	1.9
CC(C)C[C@@H]1CC2=C(C(=O)OC(C)(C)O2)[C@H](CCc2ccccc2)O1	i	0.9
CN(C)c1ccc(-c2ccnc3c2CC(C)(C(=O)NCC2CC2)O3)cc1 (stereo unspecified)	i	0.8
CC(C)NC(=O)c1cc(C2CCCCN2S(=O)(=O)c2cccs2)on1 (stereo unspecified)	i	0.9
(more compounds)
SMILES	Myeloid diff MLP	Myeloid diff MLP GFP+ MAC1+ %
CC1(C)OC(=O)C2=C(C[C@@H](CCC(F)(F)F)O[C@H]2c2ccc(F)cc2)O1	i	0.8
Nc1ncnc2c1ncn2[C@@H]1O[C@H](C(=O)N[C@H]2c3ccccc3C[C@H]2OC=O)[C@@H](O)[C@H]1O	i	1.0
COc1ccccc1-c1cnc(C(O)c2ccc(SC)cc2)[nH]1 (stereo unspecified)	i	0.7
Oc1ccc(Br)c(CN2CCN(c3ncc(Cc4ccccc4)cn3)CC2)c1	i	2.9
O=C(COc1ccc2ccc(=O)oc2c1)NCCN1CCOCC1	i	0.5
COc1cccc(NC(=O)Nc2nnc(COCCO)s2)c1	i	1.0
C[C@H](CO)N1C[C@H](C)[C@@H](CN(C)C(=O)Nc2cccc(F)c2)Oc2ncc(Br)cc2C1=O	i	0.8
NC(=O)CN1C(=O)C2C3CCC(C3)C2C1=O (stereo unspecified)	i	0.4
CCCC(=O)N1CCC1(C)C(=O)Nc1cc(-c2ccccc2)nn1C (stereo unspecified)	i	1.2
OC(c1ccc2c(c1)OCO2)c1ncc(-c2ccccc2)[nH]1 (stereo unspecified)	i	0.7
O=C(COC(=O)/C=C/c1ccc(Cl)cc1)NC1CCS(=O)(=O)C1 (stereo unspecified)	i	1.1
Cc1ccc(S(=O)(=O)N2CCC(=O)N([C@H](COCc3cccc(Cl)c3)Cc3ccccc3)CC2)cc1	i	1.6
COc1ccc(-c2nc3ccc(Cl)cn3c2Cc2ccc(C)cc2)cc1OC	i	1.4
O=C(Nc1cccc(Cl)c1)c1csc([C@@H]2O[C@H](CO)[C@H](O)[C@H](O)[C@H]2O)n1	i	0.3
CCCNC(=O)C[C@@H]1C[C@H]2c3cc(NC(=O)c4ccc5c(c4)OCO5)ccc3O[C@H]2[C@@H](CO)O1	i	0.9
COC(=O)C1=CN(c2ccc(F)cc2)C(N)=C(C#N)C1c1cccc(OC)c1OC (stereo unspecified)	i	2.1
CCCc1c(C(=O)N/N=C(\C)c2ccc3c(c2)OCO3)nnn1-c1nonc1N	i	0.6
CCNC(=O)N(C)c1c(CC)nc2ccc(C(=O)N3CCN(C(=O)c4ccco4)CC3)cn12	i	0.9
CC(C)C[C@@H]1Cc2[nH][nH]c(=O)c2[C@H](CCc2ccccc2)O1	i	0.9
Cc1ccc2nc(-c3cccc(Br)c3)c(Cc3ccccc3)n2c1	i	0.9
CC(C)OC(=O)N(C)C[C@@H]1OCc2cn(nn2)CCCC(=O)N([C@@H](C)CO)C[C@H]1C	i	0.7
CCOc1ccc(CCN2C(=S)N([C@@H](CC(C)C)CN3CCC[C@@H]3CN3C(=S)NC[C@@H]3Cc3ccccc3)C[C@@H]2Cc2ccc(O)cc2)cc1	i	3.7
CCOC(=O)N(C)c1c(CC)nc2c(OCc3ccc(Cl)cc3Cl)cccn12	i	0.2
C[C@@H]1CN([C@@H](C)CO)C(=O)c2c(c3ccccc3n2C)-c2ccccc2CO[C@H]1CN(C)C(=O)[C@H](C)c1ccccc1	i	1.0
COc1cc(Cc2cc(OC)c(O)c(OC)c2)cc(OC)c1O	?	nt
CCCS(=O)(=O)NC(=O)C1(C)CCCN(C(=O)c2cccc(OC(F)(F)F)c2)C1 (stereo unspecified)	i	0.9
C[C@@H]1CN([C@H](C)CO)C(=O)CCCn2nncc2CO[C@@H]1CN(C)S(=O)(=O)c1ccc(F)cc1	i	0.7
COc1ccc(OCCN2CCC(C(=O)NC(c3ccsc3)c3ccccc3C)CC2)cc1 (stereo unspecified)	i	0.6
Cn1ccc2c(-c3cccc4ccccc34)cc3c(c21)C1CCC3O1 (stereo unspecified)	i	1.0
C[C@@H]1CN([C@@H](C)CO)C(=O)CCCn2nncc2CO[C@@H]1CN(C)C(=O)Nc1ccccc1F	i	0.6
COc1ccc(NC(=O)c2cc(-c3cc(Cl)ccc3C)n[nH]2)cc1OC	i	0.9
COc1cccc(-c2cnc(C(O)c3ccc(Cl)cc3)[nH]2)c1 (stereo unspecified)	i	0.7
CCCCCNC(=O)C(c1cc2ccccc2o1)n1c(=O)c(-c2cc3ccccc3[nH]2)nc2ccccc21 (stereo unspecified)	i	2.6
COC(=O)C1=CN(c2ccc(OC)cc2OC)C(N)=C(C#N)C1c1ccc(OC)cc1 (stereo unspecified)	i	2.9
Cc1cc(Br)cn2c(Cc3ccsc3)c(-c3ccco3)nc12	i	1.0
CCCC(C)(C)C(=O)N1CCC1(C)C(=O)NS(=O)(=O)c1ccc(Cl)cc1 (stereo unspecified)	i	1.7
CCOc1ccc(OCCC(=O)OCC(=O)c2c(N)n(CC(C)C)c(=O)n(C)c2=O)cc1	i	2.6
CCCCCCCCN1C(=O)[C@H](CC(=O)N2CCN(C(=O)OCC)CC2)C[C@@]2(C(=O)OC)CCCCC=C12	i	0.3
COc1ccc(CNc2nccn3ccnc23)cc1	i	0.7
COC(=O)c1c(C(=O)OC)c2c(-c3ccccc3)cc3cccc1n32	i	0.6
CC1Sc2ccc(C(=O)N(CCc3ccccc3)Cc3ccccc3)cc2NC1=O (stereo unspecified)	i	0.3
CCCC(=O)N1CCCC1(C)C(=O)Nc1cc(C)ccc1C (stereo unspecified)	i	1.9
COc1ccc(NC(=O)C[C@H]2C(=O)N(CCc3ccccc3)C[C@@H]2Cc2ccccc2)cc1	i	0.7
CCCS(=O)(=O)NC(=O)C1(C)CCCN(C(=O)c2ccccc2F)C1 (stereo unspecified)	i	1.1
NC(=O)C1CCN(C(=O)c2ccc(Cl)c(NC(=O)c3cccs3)c2)CC1	i	0.8
Cc1cc(C)c(SSc2nnnn2-c2ccccc2)c(C)c1	i	1.3
Cc1cccc(CSCC(=O)N2CCN(S(=O)(=O)c3ccccc3C#N)CC2)c1	i	1.0
O=C1NC[C@H](CCCCN2C[C@H](Cc3ccc(O)cc3)N(CCc3ccccc3)C(=O)C2=O)N(CCc2ccccc2)C1=O	i	1.0
CCCNC(=O)C1(C)CCN1C(=O)c1ccc(C(C)(C)C)cc1 (stereo unspecified)	i	0.7
COc1ccccc1C(O)c1ncc(-c2cccc3ccccc23)[nH]1 (stereo unspecified)	i	0.5
NC(c1csc(Nc2cnccn2)n1)C1CCCCC1 (stereo unspecified)	i	0.9
